IL1B NFkB pot – enhances IL-1B driven NFkB nuclear translocation | HUVEC IL-1B NFkB p65 nuclear translocation imaging | activation, % at 2 µM | actives 0.3% (n = 94,000) | AID 819;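 active = activation above 40%, about the mean plus 3 SD, also judged a hit on visual image review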;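 note: percent activation is computed from the nuclear over cytoplasmic p65 intensity ratio; values of inactives mirror those of a sister screen read the other way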
Bcl-B displacement – displacers of TR3 peptide from Bcl-B, primary screen, selectivity assay for Bfl-1 inhibitor project, biochemical, fluorescence polarization; FP displacement of FITC-TR3 peptide from Bcl-B; higher % means a stronger effect; one-dose displacement, % at 20 µM; IC50 in µM for titrated hits; actives 0.11% (n = 96,000); AID 748;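 active = displacement above 50% at 20 µM plus a fluorescence interference ratio under 1.5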;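 note: plate controls were wells without compound for no effect and wells lacking Bcl-B protein for full effect; a part of the inactive calls stands beside numbers as strong as those of hits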
PLAP inhibitors HTS – PLAP enzyme inhibitors, biochemical, luminescence, HTS (AID 690); one-dose inhibition, % at 20 µM; IC50 in µM for titrated hits; purified PLAP, luminescent substrate; higher % means a stronger effect; actives 0.08% (n = 96,000); in the data active = a potency from the dose series; inactive = the rest, 99 in 100 with inhibition below about 30%; note: strong numbers were not always called active
IL1B NFkB inh – blocks IL-1B driven NFkB nuclear translocation in HUVEC cells; HUVEC IL-1B NFkB p65 nuclear translocation imaging; inhibition, % at 2 µM; AID 796; actives 0.43% (n = 94,000);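 active = inhibition above about 30% together with a positive call from visual inspection of the well image, limit read from the data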;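 note: nuclear over cytoplasmic p65 intensity ratio measured by imaging; 0% = IL-1B stimulated DMSO wells and 100% = unstimulated DMSO wells; values of inactives mirror those of a sister screen read the other way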
MRP resist rev – reverses drug resistance mediated by MRP. H69AR cells + 2 uM doxorubicin, CellTiter-Glo, 72 h. differential viability (reversal), % at 10 µM. actives 0.04% (n = 85,000);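 active = viability drop by adding the cancer drug above about 55%, with treated viability meeting a 40% cutoff, limit read from the data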;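 note: viability without doxorubicin minus viability with 2 µM doxorubicin for each compound; larger differential means the compound sensitizes cells more to doxorubicin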
MRP resist rev cytotoxicity – further read-out of MRP resist rev, marked with its call; viability, %; H69AR cells, CellTiter-Glo, 72 h; measured here: cytotoxicity without doxorubicin
MRP resist rev with doxorubicin – also measured in MRP resist rev; calls as there; viability, %; measured here: viability with 2 uM doxorubicin; active compounds read low
IL1B NFkB inh cell count 2 µM – also measured in IL1B NFkB inh; calls as there; cell count; measured here: cells passing quality filter;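 raw number of nuclei counted in each imaged well without normalization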
IL1B NFkB pot cell count 2 µM – recorded beside IL1B NFkB pot, whose call it bears; cell count; measured here: cells passing quality filter
Active calls of the source: *; & = joins results of further samples. Only part of the results is shown; the hit share may differ from the screen's.

SMILES	IL1B NFkB pot	IL1B NFkB pot cell count 2 µM	Bcl-B displacement	PLAP inhibitors HTS	IL1B NFkB inh	IL1B NFkB inh cell count 2 µM	MRP resist rev	MRP resist rev cytotoxicity	MRP resist rev with doxorubicin
Cc1ccc(N(CC2=NCCN2)c2cccc(O)c2)cc1	27	185	10%	-17%	-27	185	-14&-3&5	91&88&88	105&91&84

Source: PubChem
